Screening results: PubChem, National Center for Advancing Translational Sciences (NCATS)
USP1 inh = Inhibitors of USP1/UAF1: Primary Screen. Potency, µM (top dose mostly 57.1 µM), inactives show at the highest dose activity change, negative = inhibition, usual class: inhibitors. AID 743255, 2014. recombinant USP1/UAF1, Ub-Rhodamine cleavage fluorescence. 0.23% of 390,000 active. Ubiquitin carboxyl-terminal hydrolase 1 (Homo sapiens), O94782; note: potency is the fitted concentration of half-maximal effect; % is set by controls: 0 for no effect and ±100 for the full control effect; nearly all actives have a fitted effect of over 60% in size; inactives centre near -12
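High-throughput fluorogenic screen: 1nM USP1/UAF1 complex, Ub-Rho substrate 150nM final, 50mM HEPES pH 7.8 with 0.5mM EDTA, 0.1 mg/ml BSA, 1mM TCEP and 0.01% Tween-20.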
TrxR1 inh = qHTS Assay for Inhibitors of Mammalian Selenoprotein Thioredoxin Reductase 1 (TrxR1): qHTS | Thioredoxin reductase 1, cytoplasmic (Rattus norvegicus), O89049 | recombinant rTrxR1, NADPH fluorescence consumption, selenite substrate | Potency, µM (titrated, usually from 114 µM), without a hit: at the highest dose activity change, negative = inhibition, hits mostly inhibitors | 1% of 390,000 active; note: potency is the fitted concentration of half-maximal effect; % is set by controls: 0 for no effect and ±100 for the full control effect; nearly all actives have a fitted effect of over 65% in size
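Rat TrxR1 (90 nM in the dispensed reagent) was pre-reduced with 400 uM NADPH for 5 min at room temperature, then incubated with compound for 15 min. After 400 uM selenite was added, NADPH fluorescence (Ex 340/Em 450 nm) was followed for 8 min.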
TRHR enhancer = qHTS for Small Molecule Agonists and Allosteric Enhancers of Human TRH Receptor: Primary Screen for Enhancers. AID 493056, 2011. 0.66% of 360,000 active. enhancement, % at 2 µM. TRHR cells, fluo-8 calcium fluorescence, EC20 TRH enhancement; in the data active = enhancement above about 30%; note: 0% is about no effect
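Enhancer read-out: after compound pinning and an initial kinetic agonist-mode read, an EC20 of TRH (10 nM final) was injected and fluo-8 calcium signal (Ex 480/Em 530) followed at 1 s/cycle for 100 cycles in TRHR-expressing cells.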
D2 antag = HTS Assay for Allosteric Antagonists of the Human D2 Dopamine Receptor: Primary Screen for Antagonists; AID 485344, 2010; inhibition, % at 10 µM; HEK293 TREx D2 cells, calcium flux, dopamine EC80; 2% of 340,000 active; D(2) dopamine receptor (Homo sapiens), P14416; in the data active = inhibition above about 30%; note: 0% is about no effect
Target sequence (P14416 whole entry, looked up): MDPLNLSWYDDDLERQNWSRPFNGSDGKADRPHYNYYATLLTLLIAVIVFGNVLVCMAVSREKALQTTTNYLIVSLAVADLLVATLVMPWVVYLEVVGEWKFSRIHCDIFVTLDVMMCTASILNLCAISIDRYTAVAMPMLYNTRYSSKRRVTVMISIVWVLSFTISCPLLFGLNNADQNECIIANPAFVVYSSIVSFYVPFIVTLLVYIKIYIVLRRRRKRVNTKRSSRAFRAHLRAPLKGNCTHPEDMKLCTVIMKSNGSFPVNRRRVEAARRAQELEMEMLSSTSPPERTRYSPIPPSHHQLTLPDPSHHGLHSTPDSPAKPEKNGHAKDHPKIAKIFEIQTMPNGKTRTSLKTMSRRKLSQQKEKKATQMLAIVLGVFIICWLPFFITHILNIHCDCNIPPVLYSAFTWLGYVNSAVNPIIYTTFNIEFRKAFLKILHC
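HEK293 T-REx D2 cells, tet-induced, calcium dye no-wash. Cpd pintool add, 180 s kinetic, then EC80 DA, 180 s kinetic. Ca flux read.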
PI4K2A inh = qHTS for small molecular inhibitors of PI4K2A; activity change, negative = inhibition, % at 76.9 µM; purified PI4K2A, ADP-Glo luminescence, 1 h; hits give low values; 0.13% of 420,000 active; Phosphatidylinositol 4-kinase type 2-alpha (Homo sapiens), Q9BTU6; AID 1346378, 2018; in the data active = activity change below about -50%; inconclusive = mostly about -30% to -49%;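 note: -100% = wells without enzyme as full effect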
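PI4K2A activity was measured by ADP-Glo luminescence: enzyme (4 ug/mL stock) and phosphatidylinositol (1.2 mM stock) in Tris pH 7.5/MgCl2/EGTA/Triton X-100 buffer were reacted with ATP (300 microM stock) for one hour at ambient temperature.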
TrxR1 substrate = qHTS Assay for Substrates of Mammalian Selenoprotein Thioredoxin Reductase 1 (TrxR1): qHTS; Thioredoxin reductase 1, cytoplasmic (Rattus norvegicus), O89049; purified TrxR1 substrate turnover, NADPH consumption readout; Potency, µM (titrated, usually from 114 µM), for the others: at the highest dose activity change, negative = substrate turnover; 0.01% of 390,000 active; AID 588456, 2011; note: potency is the fitted concentration of half-maximal effect; % is set by controls: 0 for no effect and ±100 for the full control effect; nearly all actives have a fitted effect of over 50% in size
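Rat TrxR1, dispensed at 90 nM, was prereduced with 400 uM NADPH (final) for 5 min at ~22 deg C, then incubated with compound 15 min before 400 uM selenite. A first-read NADPH fluorescence drop versus no-compound background flagged substrates.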
D2 ag = HTS Assay for Allosteric Agonists of the Human D2 Dopamine Receptor: Primary Screen for Agonists; HEK293 T-REx D2 cells, calcium flux agonist mode; activation, % at 2 µM; 0.53% of 340,000 active; AID 485358, 2010;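 active = activation over 3 SD above normal in the single-dose calcium agonist read, cut at about 30% in these data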; note: 0% is about no effect
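Tetracycline-induced HEK293 T-REx cells with force-coupled D2 receptor, plated overnight at 30 C, loaded with no-wash calcium dye. After a 10 s baseline, compound was pin-added and calcium flux read kinetically for 180 s; calcium rises flagged agonists.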
mIDH1 inhibitor = qHTS for Inhibitors of mutant isocitrate dehydrogenase 1 (IDH1): qHTS. Isocitrate dehydrogenase [NADP] cytoplasmic (Homo sapiens), O75874. IDH1-R132H enzyme, NADPH consumption, diaphorase/resazurin fluorescence. Potency, µM (series often up to 76.6 µM), for the others: at the highest dose activity change, negative = inhibition, usual class: inhibitors. 0.093% of 390,000 active. AID 602179, 2012; note: potency is the fitted concentration of half-maximal effect; % is set by controls: 0 for no effect and ±100 for the full control effect; nearly all actives have a fitted effect of over 65% in size
Target sequence (O75874 whole entry R132H, stated change not applied): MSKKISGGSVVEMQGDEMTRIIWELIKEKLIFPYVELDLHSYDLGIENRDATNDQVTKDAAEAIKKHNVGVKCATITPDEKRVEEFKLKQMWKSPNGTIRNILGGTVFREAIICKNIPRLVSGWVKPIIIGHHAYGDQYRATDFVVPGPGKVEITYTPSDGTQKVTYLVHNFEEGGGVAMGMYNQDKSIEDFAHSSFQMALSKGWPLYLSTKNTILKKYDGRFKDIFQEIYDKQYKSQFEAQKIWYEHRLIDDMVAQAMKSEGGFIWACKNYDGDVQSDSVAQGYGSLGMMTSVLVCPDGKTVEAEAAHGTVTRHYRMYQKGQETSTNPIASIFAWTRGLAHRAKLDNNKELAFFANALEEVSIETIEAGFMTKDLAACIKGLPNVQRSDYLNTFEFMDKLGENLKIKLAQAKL
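IDH1-R132H (0.5 ug/mL) preincubated 30 min with compound, then NADPH (0.016 mM) and alpha-KG (2 mM) added; 80 min at RT, pH 7.5. Remaining NADPH coupled via diaphorase/resazurin to fluorescence (540/590 nm); concentration-response curves normalized to no-enzyme control.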
TRHR ag = qHTS for Small Molecule Agonists and Allosteric Enhancers of Human TRH Receptor: Primary Screen for Agonists; TRHR cells, calcium flux fluo-8, FDSS agonist mode; activation, % at 2 µM; AID 493084, 2011; 0.18% of 360,000 active; Thyrotropin-releasing hormone receptor (Homo sapiens), P34981; in the data active = activation above about 30%; note: 0% is about no effect
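TRHR-expressing cells loaded with fluo-8 calcium dye; 23 nL library compound pin-transferred, kinetic FDSS fluorescence (Ex 480/Em 530) recorded about 180 s for agonist-induced calcium release, before a 10 nM TRH EC20 addition for potentiator mode.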
Starred values were filed as active, the others as inactive; ? = inconclusive; . = not tested or not shown; [ ] = remark or other dose. Unless noted, calls come from the whole dose curve; as a rule, active = well fitted inhibition curve with a large enough effect; inconclusive = small, poorly fitted or top-dose-only effect; inactive = no such curve, though single readings can be large or run the other way. Compounds as they come; overall some 3.9% were active at least once.

SMILES	USP1 inh	TrxR1 inh	TRHR enhancer	D2 antag	PI4K2A inh	TrxR1 substrate	D2 ag	mIDH1 inhibitor	TRHR ag
CC1=NOC(=O)/C1=C\c1ccc(-c2ccc(Br)cc2)o1	?	-33%	-8	.	-10	-5%[57.1 µM]	.	21µM*	4.7
COc1ccc(CC(=O)NCc2ccc3c(c2)cc(C)n3C)cc1OC	0%	26%[57.1 µM]	0	14	-5	3%[57.1 µM]	-0.7	2%	0.1
COc1ccc(C2=NS(=O)(=O)N(C)C(C(=O)N3CCCCC3)=C2)cc1OC	?	6%[57.1 µM]	-1	13	-1	1%[57.1 µM]	1.3	3%	0.3
CCOc1ccc(-c2c(C)n([O-])c3c([n+]2=O)CCCCC3)cc1	-16%	9%	-1	2	-2	3%	0.4	0%	0.0
CCCCN(CC)C(=O)CSc1nc2ccccc2c(=O)n1CC1COc2ccccc2O1 (stereo unspecified)	-15%	-1%	-11	-4	3	-9%	-0.4	1%	0.2
CC(=O)Nc1ccc(S(=O)(=O)N2CCN(C(=O)Cc3ccccc3)CC2)cc1	-4%	10%	-4	-16	1	0%	1.7	-3%	0.1
Cc1nc(CN2CCCCC2)c(O)c(=O)[nH]1	-8%	15%	.	.	-2	12%	.	6%	.
Cc1ccc(S(=O)(=O)N2CCCCC2)cc1NC(=O)CNCc1ccco1	-22%	18%	-1	-18	-2	4%	1.1	-1%	-0.3
O=C(COc1ccc2c(c1)CCC2)N1CCN(c2ccc(F)cc2)CC1	-20%	-5%	10	3	-2	-5%	-0.3	7%	1.4
Cc1ccc2nc(/C(C#N)=C/c3cn[nH]c3-c3ccc(F)cc3)[nH]c2c1	-7%	-15%	-6	-20	-6	-15%	-0.5	-8%	-0.1
Cc1cc(Nc2nc3ccccc3c3nnc(C)n23)ccc1Br	13%	23%[57.1 µM]	6	.	1	2%[57.1 µM]	.	-4%	0.3
CCC(C)NC(=O)c1ccc2c(=O)n3c(nc2c1)CCCCC3 (stereo unspecified)	-9%	21%	-2	.	-2	8%	-0.9	-1%	-2.3
COc1cc2c(c(OC)c1)C(c1ccncc1)CC(=O)N2 (stereo unspecified)	-23%	2%	1	-1	0	3%	0.9	11%	0.2
CS(=O)(=O)NN1C(=O)c2ccccc2NC1c1c[nH]c2ccccc12 (stereo unspecified)	-13%	0%	-8	12	0	11%	-0.4	10%	0.5
Cc1ccccc1CC(=O)NC1CCN(C)CC1	-4%	-6%	1	-4	2	-3%	0.9	2%	1.2
Nc1ccn(Cc2cccc(Cl)c2)n1	-27%	33%	-2	6	-6	13%	3.5	12%	-0.1
COCCn1c(SCC(=O)Nc2cc(C)cc(C)c2)nnc1C(C)C	0%	8%	3	-4	-4	-3%[57.1 µM]	-1.0	0%	-0.6
CC1CCC(C(C)C)C2=C1C(C#N)(C#N)C(C#N)(C#N)C(c1ccccc1)N2 (stereo unspecified)	-23%	?	5	-7	4	11%[57.1 µM]	0.6	-1%	1.0
O=C(c1ccco1)N1CCN(C(=O)C2CC(c3ccc(Cl)cc3)=NO2)CC1 (stereo unspecified)	-4%	0%	-4	-12	6	-3%	0.3	12%	0.0
CC1CN(Cc2ccco2)C(=S)NC1=O (stereo unspecified)	-1%	13%	.	.	10	-1%	.	-8%	.

The list goes on; the last 2 above are carried over.
SMILES	USP1 inh	TrxR1 inh	TRHR enhancer	D2 antag	PI4K2A inh	TrxR1 substrate	D2 ag	mIDH1 inhibitor	TRHR ag
O=C(c1ccco1)N1CCN(C(=O)C2CC(c3ccc(Cl)cc3)=NO2)CC1 (stereo unspecified)	-4%	0%	-4	-12	6	-3%	0.3	12%	0.0
CC1CN(Cc2ccco2)C(=S)NC1=O (stereo unspecified)	-1%	13%	.	.	10	-1%	.	-8%	.
CCCCNC(=O)CSc1nc2ccccc2c(=O)n1Cc1ccc2c(c1)OCO2	-12%	7%	2	-15	-7	5%	-0.1	1%	-0.3
COC(=O)/C(C#N)=C/c1c(Oc2cc(C)cc(C)c2)nc2c(C)cccn2c1=O	-3%	9%	21	-29	-3	2%	0.5	-10%	0.9
CCOc1cc(/C=C2\NC(=O)NC2=O)ccc1OC(C)C(=O)O (stereo unspecified)	-23%	-2%	-3	-10	13	-8%	-0.4	0%	0.1
CCN(C[C@H]1N[C@@](C)(C(=O)OC)[C@H]2C(=O)N(C)C(=O)[C@@H]12)S(=O)(=O)c1ccccc1	-31%	16%	.	.	-3	3%	.	7%	.
Cc1c(Cl)cccc1NC(=O)CCS(=O)(=O)c1ccc(Br)s1	-17%	6%	-2	.	-4	0%	-0.5	-9%	-1.6
O=C(CSc1nc2c(c(=O)[nH]1)CN(Cc1ccc3c(c1)OCO3)CC2)Nc1ccc(F)cc1	-22%	24%	4	.	-3	6%	0.8	-14%	0.2
COc1ccc(CNC(=O)c2cnn3c(C(F)F)cc(C)nc23)cc1	-4%	-14%	-2	-10	-3	-11%	0.7	2%	-0.1
Cc1nnc(SCC(=O)NC(=O)NC(C)C)s1	-7%	36%	3	-14	6	1%	1.1	-1%	0.0
O=S(=O)(Cc1ccco1)Cc1nc(-c2ccc(Cl)cc2)cs1	2%	20%[11.4 µM]	-4	-8	-5	7%[11.4 µM]	1.0	3%	0.6
Cc1ccc(-c2nnc(-c3cc(C)on3)o2)cc1	-8%	22%	0	1	-3	5%	1.3	2%	0.8
CCCC(=O)C1=C(O)C(C(=O)OC)C(C)(C)CC1=N (stereo unspecified)	-4%	21%[57.1 µM]	-1	0	9	9%[57.1 µM]	0.4	3%	0.0
CCC1(C)OCC(Cn2c3ccccc3c3ccccc32)O1 (stereo unspecified)	.	.	3	4	.	.	-0.7	.	-0.2
COc1cccc(OC(=O)c2cc3ccccc3oc2=O)c1	-6%	10%[57.1 µM]	-2	-11	2	-19%[57.1 µM]	2.9	5%	-0.2
NC(=O)C1CC=CCC1C(=O)OCC(Cl)=C(Cl)Cl (stereo unspecified)	-17%	1%[57.1 µM]	3	6	-2	6%[57.1 µM]	0.3	1%	0.2
COc1ccc(NS(=O)(=O)c2ccc3oc(=S)[nH]c3c2)cc1	-18%	-14%	-5	-3	-3	-5%	0.4	-6%	0.4
O=C(NC1CCN(C(=O)c2ccccc2Br)CC1)c1ccccc1	-13%	18%	-4	-9	1	5%	-0.5	1%	0.7
C=CCNC(=O)C(=O)NCCCN1CCOCC1	-23%	15%	-4	13	0	0%	0.0	2%	0.4
CC(=O)NC(CCS(C)(=O)=O)C(=O)Nc1ccccc1C (stereo unspecified)	-11%	7%[57.1 µM]	3	3	8	4%[57.1 µM]	-0.5	0%	-1.6
COc1ccc(CNc2nc3c(-c4ccc(C)cc4)nnn3c3ccccc23)cc1	-26%	-4%	44*	.	-1	13%	2.0	-3%	0.2
O=C(NCc1cccnc1)c1ccccc1NS(=O)(=O)c1ccc(F)cc1F	-4%	2%	-2	-6	0	3%	-0.8	0%	0.2
O=C(Cn1cnc2c(nnn2-c2ccccc2)c1=O)N1CCC(Cc2ccccc2)CC1	-6%	11%[57.1 µM]	-3	-4	-7	4%[57.1 µM]	0.6	-2%	-0.7
C=CCn1c(SC2CCOC2=O)nc2scc(C3CC3)c2c1=O (stereo unspecified)	-15%	15%[57.1 µM]	-2	5	-2	11%[57.1 µM]	0.4	2%	0.5
CCOc1ccc(-c2nnc(SCC(=O)NC(C)(C)C)nc2-c2ccc(OCC)c(OC)c2)cc1OC	-16%	-4%	-6	1	0	-11%	-0.3	6%	-0.5
Cc1ccc(S(=O)(=O)N(C)c2ccc(OCC(=O)Nc3nc4c(ccc5ccccc54)s3)cc2)cc1	-6%	-17%	-4	-19	4	-10%	-0.1	0%	0.5
CCCS(=O)(=O)NCCc1cc2ccc(C)cc2[nH]c1=O	-5%	-1%	6	-13	6	7%	-0.3	-4%	-0.8
O=C(NCCN1CCOCC1)C1CCN(S(=O)(=O)N2CCCCC2)CC1	1%	14%	7	-2	-1	9%	1.7	-5%	0.5
COc1ccc(S(=O)(=O)N2CCOCC2)cc1NC(=O)c1ccc(OC(F)F)cc1	-7%	3%[57.1 µM]	6	-2	0	-2%[57.1 µM]	0.0	-15%	-0.7
O=C(Nc1ccccc1)C1=C[C@H](c2coc3ccccc3c2=O)C[C@H](OCCCCO)O1	-23%	8%	1	-7	-3	1%	-0.1	4%	-0.6
COc1ccc(Cl)cc1/C=N/NC(=O)c1c(-c2ccccc2)noc1C	-21%	35%	9	-1	1	6%	-0.3	54%[activator]	0.1
COc1ccc(NS(=O)(=O)c2ccc(Oc3c(C#N)cccc3C#N)cc2)cc1	-21%	3%	2	-2	7	-6%	3.7	0%	-0.2
Cc1sc2ncn(CC(=O)N3CCN(c4ccccc4)CC3)c(=O)c2c1S(=O)(=O)N1CCC(C)CC1	4%	25%	-2	.	2	0%	2.0	11%	0.1
